MOR-DOR ag = OPRM1-OPRD1 heterodimerization agonism. activation, % at 9.3 µM. 0.3% of 340,000 active. AID 504326. P35372+P41143. cells, luminescence; in the data active means activation above about 18%;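 further: 0% = vehicle-treated cells and 100% = reference agonist; values of inactives mirror those of a sister screen read the other way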
PKA-R2B activ = PKA-R2B complex activation. AID 504700. P22694+P31323. 0.079% of 340,000 active. activation, % at 11.4 µM. PKA-R2B holoenzyme dissociation, Cy5-IP20 fluorescence polarization; R2B truncated from residue 108, S112A mutant; 0% DMSO only, 100% 113 µM cGMP;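 active means activation above a cutoff set at the mean over all compounds plus 3 SD, cut at about 18% in these data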;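 further: higher means more holoenzyme dissociation and a rise in polarization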
Arr AP2 block = blocks beta-arrestin peptide binding to AP2 adaptin; FITC-arrestin peptide / GST-AP2 beads, flow cytometry; AP2 beta2 appendage carries R879A mutation; inhibition, % at 10 µM; 0.31% of 340,000 active; AID 504490;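 active means inhibition above a set limit, near 3 SD of compounds lacking own fluorescence, cut at about 54% in these data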;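 further: plate controls were DMSO wells for no effect and 5 µM unlabelled arrestin peptide for full effect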
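System: GST-AP2 R879A glutathione beads. Medium: PBS with 0.05% Tween 20 and 0.1% BSA. Also added: FITC-arrestin peptide, 50 nM. Incubation: 12 min plus 1 h, RT. Measured by: high-throughput flow cytometry of beads, ex 488, em 535 nm. Evaluation: percent drop in bead-associated FITC signal.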
V-ATPase pH = regulators of yeast V-ATPase proton transport; S. cerevisiae, pHLuorin cytosolic pH fluorescence; 0.37% of 350,000 active; response, % at 10 µM; AID 504577; in the data active means response mostly above about 7.3%, no sharp cut-off; inactive means mostly below about 5.4%; further: actives read high; inactives centre near 0; some compounds called inactive have numbers as strong as hits; reference of the scale not given here
HTR5A ag = activates human HTR5A in OPRM1-OPRD1 agonist counter-screen | activation, % at 9.3 µM | AID 504692 | P47898 | 0.61% of 340,000 active | HTR5A agonist assay, luminescence, cell-based; in the data active means activation mostly above about 9.5%, no sharp cut-off; inactive means mostly below about 7.6%;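 further: 0% = cells with vehicle only and 100% = reference agonist; strong numbers were not always called active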
OPRM1-OPRD1 inv = inverse agonists of human mu-delta opioid receptor heterodimerization; P35372+P41143; cell-based MOR-DOR heterodimer luminescence, inverse agonism; inhibition, % at 9.3 µM; 0.21% of 340,000 active; in the data active means inhibition above about 22%, passing the limit was not always enough;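 further: 0% = cells with DMSO and 100% = wells without cells with DMSO; values of inactives mirror those of a sister screen read the other way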
DSG3 Ab inh = inhibitors of pemphigus antibody binding to human desmoglein-3; P32926; DSG3-coupled beads, scFv-anti-DSG3-GFP binding, flow cytometry; stronger effect = lower value; 0.48% of 310,000 active; binding (percent of control), % at 10 µM;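 active means binding more than 3 SD below its plate's average and above zero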;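 further: hits lower antibody fragment binding to DSG3; some compounds called inactive have numbers as strong as hits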
Target sequence (P32926 whole entry, looked up, the tested form may be a part): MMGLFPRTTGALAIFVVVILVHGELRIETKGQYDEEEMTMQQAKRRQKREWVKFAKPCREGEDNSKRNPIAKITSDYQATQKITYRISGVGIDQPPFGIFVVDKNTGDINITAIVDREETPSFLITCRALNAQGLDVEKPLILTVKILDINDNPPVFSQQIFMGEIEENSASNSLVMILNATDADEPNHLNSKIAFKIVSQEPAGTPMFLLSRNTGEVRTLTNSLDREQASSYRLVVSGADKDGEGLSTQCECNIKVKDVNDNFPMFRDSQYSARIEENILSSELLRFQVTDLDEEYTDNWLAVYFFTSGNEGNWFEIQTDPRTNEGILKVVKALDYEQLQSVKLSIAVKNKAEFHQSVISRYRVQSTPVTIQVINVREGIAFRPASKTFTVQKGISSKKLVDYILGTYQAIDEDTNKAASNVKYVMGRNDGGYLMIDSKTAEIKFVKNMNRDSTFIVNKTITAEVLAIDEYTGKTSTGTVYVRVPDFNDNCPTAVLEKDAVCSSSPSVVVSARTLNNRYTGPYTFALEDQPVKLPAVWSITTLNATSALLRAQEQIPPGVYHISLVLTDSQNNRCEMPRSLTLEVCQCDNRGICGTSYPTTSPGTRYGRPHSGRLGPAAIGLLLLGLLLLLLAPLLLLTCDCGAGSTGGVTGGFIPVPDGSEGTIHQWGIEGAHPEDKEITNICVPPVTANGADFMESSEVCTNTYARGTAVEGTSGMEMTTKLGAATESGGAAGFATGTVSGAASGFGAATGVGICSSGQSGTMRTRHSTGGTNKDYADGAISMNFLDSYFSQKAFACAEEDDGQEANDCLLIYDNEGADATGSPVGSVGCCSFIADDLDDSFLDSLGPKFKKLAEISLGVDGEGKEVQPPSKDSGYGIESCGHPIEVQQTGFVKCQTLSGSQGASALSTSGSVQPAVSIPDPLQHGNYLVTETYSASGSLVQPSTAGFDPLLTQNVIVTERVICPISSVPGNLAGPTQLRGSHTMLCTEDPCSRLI
HTR5A inv ag = inverse agonist of human HTR5A in OPRM1-OPRD1 counter-screen | P47898 | HTR5A cell line, luminescence, inverse agonism | inhibition, % at 9.3 µM | 0.083% of 340,000 active | AID 504634; in the data active means inhibition mostly above about 23%, no sharp cut-off; inactive means mostly below about 18%;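 further: 0% = cells with DMSO and 100% = no-cell wells with DMSO; some compounds called inactive have numbers as strong as hits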
DAGLB inhibitor = blocks human DAGLB lipase activity; Q8NCG7; inhibition, % at 5.17 µM; HEK293T DAGLB membrane lysate, EnzChek fluorogenic substrate; AID 504411; 0.059% of 340,000 active; in the data active means inhibition above about 34%;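 further: 0% = enzyme with vehicle and 100% = wells lacking enzyme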
PKA-R1A activ = activators of PKA-R1A complex | P00514+P68181 | PKA-R1A dissociation, Cy5-IP20 fluorescence polarization; scaled: DMSO 0%, 113 µM cGMP 100% | activation, % at 11.4 µM | 0.083% of 340,000 active | AID 504707;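 active means percent activation above the mean of all tested compounds plus 3 SD, cut at about 19% in these data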;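 further: higher means more PKAc released from R1A so a rise in polarization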
Active calls of the source: *; · = not tested or not shown.

Order of values: DAGLB inhibitor	V-ATPase pH	HTR5A ag	HTR5A inv ag	Arr AP2 block	DSG3 Ab inh	PKA-R2B activ	MOR-DOR ag	OPRM1-OPRD1 inv	PKA-R1A activ
- O=C(Nc1ccnn1C1CCN(Cc2cccc(O)c2)CC1)C1CCCC1
→ -2	0	0	6	-10	·	-4	-2.0	11	-9
- CN(Cc1ccco1)C(=O)C1CCC(=O)N1Cc1ccc(F)cc1 (stereo not drawn)
→ -2	2	0	-3	22	101	6	-2.3	13	-4
- Cc1cc(Br)c(Oc2cc(NN3CCCCC3)c([N+](=O)[O-])cc2[N+](=O)[O-])c(Br)c1
→ 0	-1	1	-2	-1	101	-3	0.2	-1	-1
- CC1=NN(c2ccccc2)C(=O)/C1=C/N(C)C
→ -1	0	3	-10	29	89	-8	-2.7	14	-4
- CS(=O)(=O)N(CC(=O)N1CCOCC1)c1cc(C(F)(F)F)ccc1Cl
→ 0	-1	0	-1	-10	99	6	-3.7	18	-11
- Cc1ccccc1NC1=C(Cl)C(=O)OC1NC(=O)c1ccccc1 (stereo not drawn)
→ 2	-1	-1	-23	3	106	-8	-2.2	13	-6
- CN(C)S(=O)(=O)c1ccc(C(=O)OCC2COC(C)(C)O2)cc1 (stereo not drawn)
→ 1	-1	1	8	5	124	-1	-0.2	2	8
- NNC(=O)Cn1c(-c2ccccc2)cc2ccccc21
→ -6	-2	2	-9	-20	101	12	5.2	-25	11
- COC(=O)C(/C=N/OCc1ccc([N+](=O)[O-])cc1)NC(=O)c1ccccc1 (stereo not drawn)
→ 0	5	0	2	-1	108	4	1.7	-10	3
- COc1ccc(CNC(=O)C2(CC3CC(c4ccccc4)=NO3)CCN(C(=O)OC(C)(C)C)CC2)cc1 (stereo not drawn)
→ -3	2	2	-9	1	104	-2	0.4	-2	-3
- CCS(=O)(=O)NCCNc1ccc([N+](=O)[O-])cc1
→ -1	0	1	-27	-12	·	-5	-3.6	18	-4
- CCN1C(=O)CSC1=Nc1ccc(Cl)c(Cl)c1
→ -4	-1	1	-2	30	114	10	7.5	-38	11
- COc1ccc(C(=O)N/C(=C\c2cn(C)c3ccccc23)C(=O)N2CCOCC2)cc1OC
→ 1	-3	-1	-8	27	99	6	-2.2	11	9
- N#Cc1ccc(C(=O)Nc2cccc3cccnc23)c(F)c1
→ -1	1	3	-8	2	93	-21	0.4	-3	-2
- CC(=O)CCc1ccc(OCCCCn2cncn2)cc1
→ 0	0	-2	12	14	106	2	-1.6	8	6
- CCN(c1ccccc1)S(=O)(=O)c1ccc(C(=O)NC2CCCCC2)cc1
→ 1	·	·	·	·	98	-4	·	·	1
- COCCNC(=O)C(=O)NCC1OCCN1S(=O)(=O)c1cccs1 (stereo not drawn)
→ 0	0	6	-17	-17	96	2	-1.4	8	1
- N#C/C(=C\c1cn(Cc2ccc(F)cc2)c2ccccc12)C(=O)NCc1ccco1
→ -3	-3	5	-16	-1	101	-14	3.2	-18	-5
- CC(=O)c1cccc(NC(=S)NCc2ccco2)c1
→ 0	-1	1	16	-2	96	4	-2.9	15	-6
- Cc1ccccc1S(=O)(=O)c1c(C)cc(C)n(C(C)C)c1=O
→ -2	6	3	13	3	102	-12	-1.3	7	-4

Next section (3 carried over from the part before).
Order of values: DAGLB inhibitor	V-ATPase pH	HTR5A ag	HTR5A inv ag	Arr AP2 block	DSG3 Ab inh	PKA-R2B activ	MOR-DOR ag	OPRM1-OPRD1 inv	PKA-R1A activ
- N#C/C(=C\c1cn(Cc2ccc(F)cc2)c2ccccc12)C(=O)NCc1ccco1
→ -3	-3	5	-16	-1	101	-14	3.2	-18	-5
- CC(=O)c1cccc(NC(=S)NCc2ccco2)c1
→ 0	-1	1	16	-2	96	4	-2.9	15	-6
- Cc1ccccc1S(=O)(=O)c1c(C)cc(C)n(C(C)C)c1=O
→ -2	6	3	13	3	102	-12	-1.3	7	-4
- CC(C)Cc1nnc(NC(=O)CCc2ccccc2)s1
→ 0	0	2	-6	31	116	4	0.4	-2	-4
- CCOC(=O)CSc1nnc(NC(=O)c2cccc([N+](=O)[O-])c2)s1
→ 2	3	-2	7	0	103	1	-0.6	3	1
- CC(C)c1nc(-c2ccc([N+](=O)[O-])cc2)cs1
→ -8	1	3	13	1	99	-9	4.0	-18	-13
- CCC1(c2ccc(OC)cc2)NC(=O)N(CC(=O)c2ccc3c(c2)OCCO3)C1=O (stereo not drawn)
→ -11	4	2	2	15	·	-1	-5.2	20	7
- O=C(NCCO)c1cc2c([nH]c3ccccc32)c(-c2ccccc2)n1
→ -2	-1	-3	12	13	102	-7	-0.8	4	7
- CN1C(=O)/C(=C\c2ccc(OC(=O)c3ccco3)cc2)SC1=S
→ 1	4	-3	9	-3	104	-2	-4.4	23	3
- COc1ccc(N(CC(=O)NCc2ccc3c(c2)OCO3)S(=O)(=O)c2c(C)nn(C)c2C)cc1
→ 0	0	-2	-13	27	98	-1	-1.6	9	-4
- Cc1cc(NC(=O)CN2CCN(c3ncccn3)CC2)no1
→ 0	-1	7	11	33	101	1	-1.3	7	-3
- CCCNC(=O)C1CC(=O)N(c2ccc(OCc3ccccc3)cc2)C1 (stereo not drawn)
→ 0	3	·	·	·	94	1	·	·	3
- CCOC(=O)N1CCN(C(=O)C(=O)NNC(=O)COc2ccc(Cl)cc2)CC1
→ 1	-2	-4	12	-5	90	6	-2.4	11	-2
- S=C(NC1CCCC1)N1CCOCC1
→ -2	3	1	-9	0	85	-19	-0.4	2	-13
- O=C(COC(=O)C12CC3CC(CC(C3)C1)C2)Nc1ccc(OC(F)F)cc1
→ -8	2	1	-3	3	112	4	5.6	-24	-3
- CCC(=O)N1CCc2cc(S(=O)(=O)CCC(=O)NCc3ccc(C)cc3)ccc21
→ -3	-2	-3	4	49	102	10	-3.4	17	-3
- COC(=O)c1c(NC(=O)c2cccs2)sc2c1CCCC2
→ -9	-2	-3	-16	11	117	-7	0.6	-3	-7
- O=C(Cn1ncc2c1-c1ccccc1OC2)N1CCN(c2ccccn2)CC1
→ -1	6	2	-18	4	100	-12	-1.4	8	-12
- Cc1cc(Cl)cc(C)c1OCCCCCn1ccnc1
→ -5	-1	1	-3	-5	110	7	2.2	-10	3
- COc1cccc(-c2ncc3ccccc3c2COC(=O)c2ccc(C(F)(F)F)cc2)c1
→ 0	4	6	5	0	102	1	-0.5	3	4
- COc1ccc(Cc2n[nH]c(=S)n2NC(=O)Nc2ccc(C)cc2)cc1
→ 2	8	1	-2	40	94	-2	-1.2	6	7
- Cc1ccc(-c2nn(-c3ccccn3)c(=O)c3ccccc23)cc1C
→ -2	3	4	-23	-14	100	-17	-3.3	17	-1
- CCCC(c1nnnn1Cc1ccc(OC)cc1)N1CCN(c2ccccc2)CC1 (stereo not drawn)
→ 0	3	4	18	3	107	5	-0.9	4	9
- Oc1ccccc1-c1nc(NCc2ccco2)c2ccccc2n1
→ -2	9	12	-33	9	109	-5	-1.5	6	2
- O=C(COC(=O)c1cccc(S(=O)(=O)N2CCCC2)c1)Nc1ccc(Cl)cc1
→ -3	-1	·	·	·	97	-2	·	·	3
- Cc1cccc(NS(=O)(=O)c2ccc3[nH]c(=O)[nH]c3c2)c1C
→ 1	-1	-2	7	-18	97	-2	-3.7	17	-5
- CC1CCCC(NC(=O)COC(=O)[C@@H](NC(=O)c2ccccc2Cl)C(C)C)C1C (stereo partly drawn)
→ -1	-1	9	-21	6	·	-7	-2.8	11	-6
- CC1(C)CC(=O)C(C(c2ccccc2F)C2C(=O)CC(C)(C)CC2=O)C(=O)C1
→ 0	-1	2	1	3	115	-3	-0.2	1	-1
- CCOc1cc(NC(=O)CCl)c(OCC)cc1NC(=O)CCl
→ 1	-1	2	-6	-4	97	1	0.7	-3	1
- COc1cccc(NC(=O)CN(C)C(=O)Cc2ccc(Cl)cc2Cl)c1
→ -2	-1	6	-23	0	106	-7	1.3	-7	-4
- COC(=O)Cn1c(=O)c2c(nc3n2CCCN3CCc2ccc(OC)c(OC)c2)n(C)c1=O
→ 0	-5	6	-22	11	97	-1	-0.1	0	-3
- CC(=O)c1ccc(N2CCN(C(=O)Nc3ccc(F)cc3)CC2)cc1
→ -1	0	-3	7	3	112	-4	-1.1	5	8
- Cc1ccc(S(=O)(=O)N2CCCCC2CCNC(=O)C(=O)NCc2ccco2)cc1 (stereo not drawn)
→ 0	-5	-1	6	4	90	8	-2.1	10	-6
- COc1cccc(-c2onc3ccc(C4(C)OCCO4)cc23)c1
→ -6	-3	1	-9	11	100	5	12	-64	5
- COc1ccccc1-c1cc(C(=O)N2CCCCC2)no1
→ -3	9	-4	7	28	98	-1	-0.4	2	-1
- Cc1ccnc2nc(C(=O)OCC(=O)Nc3ccc([N+](=O)[O-])cc3Br)nn12
→ 0	1	-5	12	-5	99	-14	-4.8	19	-1
- Cc1ccc(NC(=O)CCN2C(=O)NC3(CCCC3)C2=O)c(C)c1
→ -1	0	-1	-10	-9	91	-1	-3.1	12	-2
- CCOC(=O)/C(=N/Nc1ccc(Cl)cc1)Sc1nnnn1-c1ccc(C)cc1
→ 0	-1	0	3	-1	87	2	-2.0	12	2
- Cc1sc2nc(C3CC3)nc(NCCNS(C)(=O)=O)c2c1C
→ 0	-3	4	3	2	101	-2	-1.4	8	-3
- Oc1ccccc1/C=C/c1noc(-c2ccccc2O)n1
→ -10	-1	-3	8	-8	101	-6	7.2	-38	-15
- CCOC(=O)C(=N/O)/C(C)=N/NC(=O)C(=O)Nc1cc(Cl)ccc1Cl
→ -2	-4	7	2	-1	·	6	-2.9	15	-5
- C=CCSc1nnc(-c2ccccc2NC(=O)CC)c(=O)[nH]1
→ -3	-1	-8	-11	4	91	-2	-1.3	8	0
- O=CNC(n1cnc2c(N3CCOCC3)ncnc21)C(Cl)(Cl)Cl (stereo not drawn)
→ -1	-2	-2	-25	3	88	-8	-3.8	19	-4
- CCCCN(C(=O)C1=COCCO1)c1c(N)n(CCCC)c(=O)[nH]c1=O
→ -3	-5	2	-4	34	·	-7	-2.0	10	4
- CSCCC(NS(=O)(=O)c1ccccc1F)C(=O)NNC(=O)c1csc(N2CCOCC2)n1 (stereo not drawn)
→ 2	0	2	8	-9	100	-4	-0.7	4	-8
- O=[N+]([O-])c1cccc(CSC2=NCCN2S(=O)(=O)c2ccccc2)c1
→ -4	1	-2	4	-1	110	5	0.7	-3	-5
- CCC1Sc2ccccc2N(CC(=O)NC2CC2)C1=O (stereo not drawn)
→ 0	-1	3	-9	-3	96	-2	-2.3	11	7
- COc1ccc(-c2noc(CSc3nnc(CCc4ccccc4)n3-c3ccccc3)n2)cc1OC
→ -2	1	-5	14	-51	102	-14	-2.2	13	14
- Cc1cc(C)cc(OCC(O)CN2CC(C)OC(C)C2)c1 (stereo not drawn)
→ -4	-3	1	-2	19	106	-5	-1.9	10	-9

Compound activity from PubChem BioAssay.
